Screens deposited in PubChem BioAssay by PCMD.
FXIIa inh mix: factor XIIa (human) inhibition, mixture screen; AID 684; purified FXIIa, fluorogenic substrate, pooled mixtures; actives 0.2% (n = 62,000); inhibition, % at 5 µM;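 also: 0% = enzyme without compound and 100% = no enzyme blank; some results filed as inactive read as strong as hits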
Target sequence (P00748 20-372 limits assumed): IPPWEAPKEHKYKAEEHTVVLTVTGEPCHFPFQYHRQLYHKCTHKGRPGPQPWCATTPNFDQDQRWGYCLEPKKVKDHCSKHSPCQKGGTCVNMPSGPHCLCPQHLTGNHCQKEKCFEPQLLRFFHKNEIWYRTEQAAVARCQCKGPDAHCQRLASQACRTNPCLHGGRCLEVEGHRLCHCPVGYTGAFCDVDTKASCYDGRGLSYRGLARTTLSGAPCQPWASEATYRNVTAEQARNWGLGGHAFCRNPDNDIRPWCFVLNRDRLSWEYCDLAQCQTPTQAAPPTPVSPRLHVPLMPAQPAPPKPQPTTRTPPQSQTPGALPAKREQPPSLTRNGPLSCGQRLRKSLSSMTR
Target sequence (P00748 373-615 limits assumed): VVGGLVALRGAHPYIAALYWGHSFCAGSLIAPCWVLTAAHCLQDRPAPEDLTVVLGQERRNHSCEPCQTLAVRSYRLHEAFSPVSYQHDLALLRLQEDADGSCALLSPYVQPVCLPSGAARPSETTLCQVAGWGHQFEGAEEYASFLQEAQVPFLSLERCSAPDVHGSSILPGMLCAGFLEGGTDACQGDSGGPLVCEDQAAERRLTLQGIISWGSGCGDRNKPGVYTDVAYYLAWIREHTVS
CatB mix inh: human cathepsin B inhibition by mixtures. P07858. Purified cathepsin B, AMC dipeptide fluorescence, compound mixtures. inhibition, %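 (ten-compound pools at 5 µM per compound and 50 µM total)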. actives 0.06% (n = 62,000); in the data active = inhibition above about 22%, passing the limit was not always enough; inconclusive = no clear call, values can overlap the other calls;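 also: 0% = enzyme without compound and 100% = no enzyme blank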
CatS inh: human cathepsin S inhibition; P25774; recombinant cathepsin S, AMC dipeptide fluorescence, pooled mixtures; inhibition, %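 (tested at 5 µM per compound within 10-compound mixtures)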; actives 0.06% (n = 62,000); AID 501; in the data active = inhibition above about 32%, passing the limit was not always enough; inconclusive = no clear call, values can overlap the other calls;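 also: 0% = enzyme without compound and 100% = blank without enzyme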
Target sequence (P25774 115-331 limits assumed): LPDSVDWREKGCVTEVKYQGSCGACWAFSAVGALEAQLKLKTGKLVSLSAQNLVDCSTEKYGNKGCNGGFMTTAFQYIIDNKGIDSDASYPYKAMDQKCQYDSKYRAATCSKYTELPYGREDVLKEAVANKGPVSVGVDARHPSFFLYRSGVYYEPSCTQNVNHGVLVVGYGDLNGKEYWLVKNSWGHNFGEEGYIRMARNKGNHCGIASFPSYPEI
CatB block: human cathepsin B inhibition | actives 0.1% (n = 63,000) | P07858 | AID 453 | purified cathepsin B, fluorogenic substrate, fluorescence | inhibition, %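 (tested at 10 µM)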; in the data active = inhibition above about 21%;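 also: 0% = enzyme with no compound and 100% = no enzyme blank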
C1s inh: human complement C1s inhibition. P09871. purified C1s, fluorogenic AMC substrate, pooled mixtures. mean inhibition % of two 10-compound mixtures (active compounds read high), % at 5 µM (by protocol). actives 0.16% (n = 62,000);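 active = inhibition above 20% in each of the two 10-compound mixture wells holding the compound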;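 also: 0% = enzyme wells lacking compound mixture and 100% = no-enzyme blank wells; some compounds called inactive have numbers as strong as hits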
FXIa inh mix: factor XIa (human) inhibition, mixture screen; inhibition, % at 5 µM; actives 0.19% (n = 62,000); purified FXIa, fluorogenic substrate, pooled mixtures; P03951;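 also: each value is inhibition by a whole ten-compound pool holding the compound; 0% = enzyme with no mixture and 100% = wells lacking enzyme; strong numbers were not always called active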
CatG inh: blocks human cathepsin G enzyme activity; P08311; actives 0.2% (n = 62,000); inhibition, % at 5 µM (by protocol); purified enzyme, AMC-tetrapeptide fluorescence, pooled mixtures; AID 581;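 active = inhibition above 20% in each of the two mixture wells holding the compound; inactive = inhibition of 20% or less in either well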;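 also: 0% = enzyme control without mixture and 100% = blank lacking enzyme; strong numbers were not always called active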
Target sequence (P08311 21-244 limits assumed): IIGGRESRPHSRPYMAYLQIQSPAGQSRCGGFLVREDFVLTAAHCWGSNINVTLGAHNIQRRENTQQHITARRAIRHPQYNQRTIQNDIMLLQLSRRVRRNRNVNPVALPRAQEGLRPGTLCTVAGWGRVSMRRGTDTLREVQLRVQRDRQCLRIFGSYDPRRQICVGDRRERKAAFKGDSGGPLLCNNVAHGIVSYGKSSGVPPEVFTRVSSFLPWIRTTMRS
AP complement: alternative pathway complement inhibition, orthogonal assay; Human serum alternative complement pathway, LPS-coated ELISA, C3 deposition; tested in compound mixtures; inhibition, % at 5 µM; actives 0.08% (n = 62,000);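 active = inhibition above 30% in each of the two pooled mixtures holding the compound, so the lower value exceeds 30%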;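 also: 0% = serum in Mg-EGTA without compound and 100% = EDTA serum blank; some compounds past the cut are filed as inactive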
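Medium: diluted human serum in Mg2+-EGTA GVB++. Assay system: human serum complement alternative pathway, C3 deposition onto LPS. Also added: Plate-bound LPS. Technique: Anti-C3 ELISA, OD 450 nm. Measure: percent inhibition. Incubation: 1 h at 37 °C. Dosing: 5 µM each compound, pools of ten, 50 µM per pool.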
CatL block: inhibitors of human cathepsin L; inhibition, %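 (tested at 10 µM)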; purified cathepsin L, fluorogenic substrate, fluorescence; actives 0.17% (n = 58,000); AID 460; P07711; in the data active = inhibition above about 45%;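 also: 0% = enzyme with no compound and 100% = no enzyme blank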
An asterisk follows results filed as active; ? = inconclusive; . = not tested or not shown. Rule as the data show it, unless noted: active = inhibition above about 20% (passing the limit was not always enough); inactive = the rest. An excerpt (hit frequency here may not be typical).

CatG inh	FXIIa inh mix	CatL block	CatB mix inh	AP complement	CatS inh	mol	CatB block	FXIa inh mix	C1s inh
7	3	-9	3	10	-8	CCC(=O)Nc1ccc2oc(-c3cccc(C)c3)nc2c1	4	7	4
8	12	7	3	13	-6	CC(C)NC(=O)Cn1nnc(-c2ccc(Cl)cc2)n1	6	9	8
0	7	7	2	-1	6	COC(=O)COc1ccc(S(=O)(=O)Nc2ccc(C(N)=O)cc2)cc1	3	-4	3
-10	-5	6	1	-6	8	Cc1cc(C)nc(N2CCN(c3nc(C)nc4c3oc3ccccc34)CC2)n1	2	-2	-56
7	-11	21	0	9	5	Cc1noc(N)c1C(=O)Nc1ccc(F)cc1	1	8	2
9	-4	13	4	11	2	Cc1onc(-c2ccccc2Cl)c1C(=O)Nc1ccc(-n2nncc2-c2ccco2)cc1	11	3	-4
10	3	.	1	-2	12	COCCn1nnnc1C(c1cc2ccc(C)cc2[nH]c1=O)N(Cc1ccco1)Cc1cccs1 (centres undefined)	7	-3	-4
4	-2	-4	-2	6	-7	CCCNS(=O)(=O)c1ccc(C(=O)NCC2CCCO2)cc1 (centres undefined)	0	11	6
16	6	-16	-7	18	7	O=C(Nc1nnc(C2CCCO2)s1)c1cccs1 (centres undefined)	3	2	6
11	3	.	6	18	-2	COC(=O)CN(c1ccccc1)S(=O)(=O)c1ccccc1	6	7	4
1	0	-2	0	14	-8	Cc1cc(OC(=O)N2CCOCC2)cc(C)c1Cl	2	3	-13
-6	1	8	4	16	-6	N#CCCn1ncn(-c2ccccc2)c1=S	1	-2	-18
11	-9	31	-3	2	6	COC(=O)c1cc(NC(=O)CSc2nnc(CN3CCOCC3)n2C)ccc1Cl	2	-6	-1
3	5	7	8	11	19	Cc1ccc(NC(=O)NCC(c2cccnc2)N2CCOCC2)cc1 (centres undefined)	-3	2	-4
12	2	-4	3	13	1	COCCN1C(=O)c2ccccc2C(C(=O)NCc2ccco2)C1c1c[nH]c2ccccc12 (centres undefined)	2	3	15
9	5	2	2	-8	13	O=C(O)c1ccc2cc[nH]c2c1	3	5	3
7	-30	13	3	9	-3	O=C(NCCc1ccccc1)c1noc2c1CCCCC2	1	6	4
2	0	0	-4	3	3	COCCn1c(-c2ccccc2)nc2oc3ccccc3c(=O)c2c1=O	1	15	5
4	-15	-33	1	24	-15	c1ccc(Cn2nnc3c(Nc4ccc5c(c4)OCO5)nc(C4CC4)nc32)cc1	2	5	9
-5	-4	-5	-2	-1	-8	N#Cc1ccccc1N=C1CCCN1Cc1ccccc1	2	3	-25
-12	12	14	6	-17	15	COC(=O)c1cc(OC)c(OC)cc1NC(=O)c1c(-c2ccccc2)noc1C	8	1	-35
7	7	7	2	15	-28	CCc1cc2c(=O)n(N)c(CCC(=O)O)nc2s1	2	7	9
7	2	1	2	8	-6	CCOC(=O)N1CCC(NC(=O)CSCc2cnn(-c3ccccc3)c2-n2cccc2)CC1	5	8	4
7	-9	-5	1	15	-6	CCc1nc(SCc2cccnc2)c(C#N)cc1C	1	10	12
34	-1	18	-2	13	9	COc1ccc(S(=O)(=O)N(C)CC(=O)Nc2ccccc2OC)cc1C	-5	24	-4
9	-10	.	-1	21	16	C=CCNc1ccc(F)c(F)c1N1CCCCCC1=O	.	10	14
-4	6	.	0	13	-6	Cc1sc2ncnc(SCC(=O)c3cccs3)c2c1C	1	11	-2
2	4	13	1	-1	2	O=C(O)c1cc(-c2ccccn2)n[nH]1	1	8	-1
1	3	19	-2	-8	-15	CN1CCN(S(=O)(=O)c2ccc(-c3ccc(S(=O)(=O)N4CCN(C)CC4)cc3)cc2)CC1	2	-7	-54
-14	12	-4	-4	24	0	CCn1cc(C(=O)NC2CCc3ccccc32)c(=O)c2ccc(C)nc21 (centres undefined)	2	2	-3
2	-15	.	-1	12	-9	CCCN1C(=O)c2cc(C(=O)NC3CCCC3)ccc2C1O (centres undefined)	1	8	0
8	3	23	-2	-10	0	O=C(CSCCO)Nc1ccc(C2CCCCC2)cc1	2	2	14
-5	0	18	8	13	8	COCCn1c(CN2CCN(c3cccc(Cl)c3)CC2)nc2c1c(=O)n(C)c(=O)n2C	1	2	4
10	6	3	0	-3	-1	CCN=C1SC(CC(=O)Nc2ccccc2OCC)C(=O)N1CC (centres undefined)	-1	2	-16
9	1	2	-8	3	8	N#C/C(C(=O)c1ccccc1)=C1/CCCN1	1	0	-1
13	-17	2	2	15	-5	COCCCNC(=O)Cn1cc(C(C)=O)c2ccccc21	5	5	15
0	2	11	4	-4	15	COc1ccc(C(=O)NCC(=O)OC2CCCCC2=O)cc1 (centres undefined)	3	5	-9
-4	7	12	3	18	3	Cc1csc2nc(CCNS(=O)(=O)c3ccc4c(c3)OCCO4)cn12	-2	7	-55
-10	2	7	0	-13	3	O=C(O)CCC(=O)NC1CCCCCCC1	4	3	-41
12	1	18	3	-3	9	CCOC(=O)CSc1nc2ccccc2c(=O)n1NC(=O)c1ccccc1	2	4	22
-2	1	.	4	9	15	CCOC(=O)C(C)Sc1nnc(CNC(=O)c2ccc(OC)cc2)n1C1CCCCC1 (centres undefined)	-2	4	-6
7	3	18	-1	8	2	COc1ccc(Cl)cc1-n1c(=S)sc2c(=O)[nH]c(SCC(=O)NCC3CCCO3)nc21 (centres undefined)	6	5	13
5	0	0	-3	-14	11	CCOC(=O)N1CCN(S(=O)(=O)c2cccc3cccnc23)CC1	3	2	-52
-5	-1	19	3	-4	5	Cc1ccc(C(=O)C2CCNCC2)cc1	5	2	-33
-5	5	6	3	8	-6	FC(F)(F)c1nnc2ccc(NCn3nnc4ccccc43)nn12	3	-3	4
-4	4	78*	-10	-1	2	O=C(NCCCN1CCc2ccccc2C1)C1CCN(c2nnc(-n3cccc3)s2)CC1	-4	-7	-32
-2	-3	9	4	-11	17	O=S(=O)(NC1CCCC1)c1ccc(S(=O)(=O)N2CCCN(Cc3ccccc3)C2)cc1	5	1	1
-42	-5	10	2	-4	2	O=c1[nH]c(SCc2cc(=O)n3ccccc3n2)nc2c1CCC2	-1	8	3
-1	2	-1	1	-9	-2	Cc1cc(C)nc(SCc2ccccc2C#N)n1	1	3	-12
-11	4	9	-2	0	-1	CCS(=O)(=O)NCCc1csc(-c2ccccc2)n1	6	2	-12
1	0	-2	5	15	-4	C1CCc2nnc(-c3nnc4n3CCCCC4)n2CC1	-4	1	4
11	2	.	3	6	6	COc1ccccc1-c1c(C)oc2cc(OC(=O)c3ccco3)ccc2c1=O	2	1	17
-12	5	0	1	1	7	CCc1cccc2c(C#N)cn(CC(=O)NCc3ccco3)c12	3	-3	-19
-1	8	-2	3	5	8	CCOC(=O)C1CCN(C(=O)Cn2cc(C(=O)C3CC3)c3ccccc32)CC1	6	3	-7
6	-4	9	2	6	17	O=C(CN1C(=O)NC2(CCCC2)C1=O)N1CCN(C(=O)c2ccco2)CC1	2	4	-6
-8	1	1	3	-11	2	CCOC(=O)NC1(NCc2ccccc2)Oc2ccccc2O1	0	0	-20
3	-7	14	-2	-3	4	CCCC(=O)Nc1sc(C(=O)OC)c(C)c1C(N)=O	-3	2	5
-14	6	12	-9	22	2	CCC(=O)N1c2ccc(S(=O)(=O)CCC(=O)NCc3ccc4c(c3)OCO4)cc2CC1C (centres undefined)	2	1	-98
8	10	-1	3	12	-16	COc1ccc(S(=O)(=O)NC(C(C)C)C(C)C)cc1OC	4	7	5
-1	3	20	4	15	4	O=C(CSc1cc(Cl)ccc1Cl)NCC1CCCO1 (centres undefined)	-7	2	-32

Part of the list above, tab-delimited:
structure	CatG inh	FXIIa inh mix	CatL block	CatB mix inh	AP complement	CatS inh	CatB block	FXIa inh mix	C1s inh
CCOC(=O)C1CCN(C(=O)Cn2cc(C(=O)C3CC3)c3ccccc32)CC1	-1	8	-2	3	5	8	6	3	-7
CCc1cccc2c(C#N)cn(CC(=O)NCc3ccco3)c12	-12	5	0	1	1	7	3	-3	-19
CCOC(=O)NC1(NCc2ccccc2)Oc2ccccc2O1	-8	1	1	3	-11	2	0	0	-20
O=C(NCCCN1CCc2ccccc2C1)C1CCN(c2nnc(-n3cccc3)s2)CC1	-4	4	78*	-10	-1	2	-4	-7	-32

The listing continues.
CatG inh	FXIIa inh mix	CatL block	CatB mix inh	AP complement	CatS inh	mol	CatB block	FXIa inh mix	C1s inh
5	0	-5	2	9	-10	O=C(Nc1ccc(-c2nnc(-c3ccccc3)o2)cc1)c1ccc(Br)o1	4	-15	-49
2	17	15	-3	1	3	CCc1cc2c(NCc3ccco3)ncnc2s1	-4	4	-7
8	-15	10	3	10	-2	COCCn1c(SCC(=O)N2CCCc3ccccc32)nc2cccnc21	4	-1	-2
5	12	-1	2	16	-1	Clc1cccc2sc(N3CCOCC3)nc12	-6	-1	-34
2	13	14	3	-18	14	O=C(Nc1cnc2ccccc2c1)c1cccc(-n2cnnn2)c1	2	0	7
8	33	-7	3	5	-3	CCC(=O)Nc1nc(CC(=O)Nc2ccccc2)cs1	2	6	10
-3	10	13	-2	-4	6	Cc1ccc(C2(c3ccc(C)cc3)NC(=O)N(Cc3c(C)noc3C)C2=O)cc1	2	3	-14
12	38	11	5	3	?	COc1ccc(C(=O)Nc2ccccc2)cc1S(=O)(=O)Nc1cc(C)on1	0	5	11
-11	10	1	3	-8	6	CC1(C)CC2CC(C)(CN2CC(=O)C(C#N)c2ccccc2)C1 (centres undefined)	5	5	-38
33	4	8	3	-10	13	Cc1cc(C(=O)CSc2nc3ccc(Cl)cc3[nH]2)c(C)n1C	8	10	-2
4	11	3	1	12	5	O=c1[nH]c2c(c3c1CCCC3)CCCC2	2	-2	1
4	2	12	0	10	11	C=CCn1c(SCCN2CCOCC2)nc2c1c(=O)[nH]c(=O)n2C	6	12	2
-1	5	.	3	0	30	CN1CCN(CCCNC(=O)c2ccc(CS(=O)(=O)c3ccc(Br)cc3)o2)CC1	6	2	26
2	6	-2	-1	-5	18	CCCc1cc(=O)[nH]c(/N=C(/NC(=O)c2ccccc2)Nc2ccc3c(c2)OCCO3)n1	2	5	-7
-15	1	.	-5	-7	-5	O=C(NC1=NCCS1)c1ccc(OCC2CCCO2)cc1 (centres undefined)	1	2	-25
7	0	.	0	1	8	Nc1nc(SCC(=O)N2CCCc3ccccc32)n(-c2ccccc2)n1	0	-1	-15
-7	1	-25	0	5	-3	Cc1ccccc1NC(=O)CSc1nnc(-c2ccoc2C)n1CCc1ccccc1	0	-1	-28
7	-4	7	3	12	5	CC1=CC2(C#N)C3(N=C(N)C2(C#N)C(c2ccccc2)N1)OCCO3 (centres undefined)	6	3	8
9	3	-4	1	16	-7	CC1Cc2ccccc2N1C(=O)COc1cccc(-n2cnnn2)c1 (centres undefined)	-1	8	-3
3	-1	-9	6	0	2	CCSc1nnc(N)s1	-3	6	4
10	12	11	3	9	6	Cc1nc2sc(C(c3cccc(F)c3)N3CCC(C)CC3)c(O)n2n1 (centres undefined)	4	-1	15
8	4	4	2	2	-26	O=C1C(C=NCC2CCCO2)=C(O)c2ccccc21 (centres undefined)	3	7	4
9	0	5	4	18	2	CCOc1ccc(Nc2nc(C)cc(C)c2C#N)cc1	3	5	14
-3	-11	-18	-5	31	-12	COc1ccccc1-n1c(SCC(=O)N2CCCCC2)nc2cccnc21	-1	-8	-14
9	-4	9	8	4	15	CC(C)(CO)NC(=O)CCCOc1ccc(Cl)cc1Cl	.	7	13
-16	-5	21	-19	5	-14	COc1ccc(S(=O)(=O)Nc2cccc(Cl)c2)cc1OC	-2	-34	-7
